# Source: PubChem BioAssay (several laboratories)
# BAP1 block: inhibitors of human BAP1 deubiquitinase; Q92560; recombinant BAP1, Ub-AMC hydrolysis fluorescence kinetic; hits give low values; activity remaining (% of control), % at 20 µM; hit rate 0.48% among 72,000;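 active means activity remaining at or below 50% of control, provided the compound also passes the data quality filters; inactive means the rest, including low values that fail the filters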;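 further: 100% = DMSO wells rate and 0% = substrate alone blank rate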
# Target sequence (Q92560 whole entry, looked up): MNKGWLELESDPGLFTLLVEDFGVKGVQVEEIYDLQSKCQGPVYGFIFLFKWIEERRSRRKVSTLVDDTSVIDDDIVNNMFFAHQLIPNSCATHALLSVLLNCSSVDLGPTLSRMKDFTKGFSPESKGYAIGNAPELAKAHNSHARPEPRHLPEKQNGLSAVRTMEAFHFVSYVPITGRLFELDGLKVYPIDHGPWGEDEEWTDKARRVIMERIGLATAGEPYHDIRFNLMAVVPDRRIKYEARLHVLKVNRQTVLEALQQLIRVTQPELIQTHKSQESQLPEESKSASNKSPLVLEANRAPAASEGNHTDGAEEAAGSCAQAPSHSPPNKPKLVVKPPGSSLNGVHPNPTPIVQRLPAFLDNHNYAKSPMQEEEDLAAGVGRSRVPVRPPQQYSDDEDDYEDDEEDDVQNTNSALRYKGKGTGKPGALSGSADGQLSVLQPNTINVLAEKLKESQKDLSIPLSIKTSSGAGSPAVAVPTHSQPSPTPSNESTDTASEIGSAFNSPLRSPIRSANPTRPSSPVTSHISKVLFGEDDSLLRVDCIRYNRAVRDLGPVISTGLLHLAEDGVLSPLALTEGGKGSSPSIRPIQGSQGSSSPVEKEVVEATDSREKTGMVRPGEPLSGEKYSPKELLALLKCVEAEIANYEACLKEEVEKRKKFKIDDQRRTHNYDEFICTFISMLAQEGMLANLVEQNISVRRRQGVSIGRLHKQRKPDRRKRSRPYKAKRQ
# HePTP inh: inhibitors of human HePTP phosphatase; inhibition, % at 20 µM; P35236; recombinant HePTP phosphatase activity, OD absorbance; hit rate 0.64% among 110,000; in the data active means inhibition above about 50%;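 further: plate controls were vehicle for no effect and reference inhibitor for full effect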
# Active calls of the source: *; nt = no result given; & = joins results of further samples.
SMILES,BAP1 block,HePTP inh
Cc1ccc(NC(=O)/C=C/C(=O)c2ccccc2)cc1,nt,-1
CC1=C(C(=O)OCCc2ccccc2)C(c2ccccc2OCc2ccccc2)C2=C(CCCC2=O)N1 (centres undefined),nt,-24
COC(=O)c1c(C)cc(OC(C)=O)c(C)c1OC(C)=O,100,4
CCc1nc(N2CCCC(C)C2)c2oc3ccccc3c2n1 (centres undefined),45*,6
CCC(C)(C)C1CCc2c(sc(NC(=O)CCCC(=O)O)c2C(N)=O)C1 (centres undefined),nt,5
CCn1c(SCC(=O)NCc2ccco2)nc2c(c1=O)SC(C)C2 (centres undefined),93,1
COc1c(F)c(F)c(C(=O)Nc2ccc3oc(-c4ccncc4)nc3c2)c(F)c1F,nt,3
CC(=O)NCCOC(=O)Nc1cccnc1,113,-3
CCOc1ccccc1NC(=O)CN(c1nccs1)S(=O)(=O)c1ccc(N)cc1,81,8
CC(NCc1ccco1)C(=O)N1CCc2ccccc2C1 (centres undefined),70,-1
COc1ccc(C2CC(=O)C3=C(C2)Nc2ccccc2NC3c2c(Cl)cccc2Cl)cc1 (centres undefined),nt,2
COc1ccc(C2CC(C(F)(F)F)n3ncc(C(=O)NCc4ccco4)c3N2)cc1OC (centres undefined),nt,-20
Cc1ccc2nc(C(F)OC(F)(F)F)[nH]c2c1 (centres undefined),143,7
Cc1ccc(S(=O)(=O)N2CCOCC2)cc1C(=O)NCc1cn2ccsc2n1,104,3
COc1ccc(C(=O)c2sc3nc(N)c(C#N)c(-c4ccc(OC)cc4)c3c2N)cc1,94,nt
O=C(/C(=N/O)n1cnc([N+](=O)[O-])n1)c1ccccc1,nt,6
COc1ccc(/C=C2\SC(=O)N(CC(=O)Nc3nccs3)C2=O)cc1OC,nt,-2
COc1ccccc1NC(=O)C1=C(C)NC(=S)NC1c1ccc(Cl)cc1 (centres undefined),nt,-11
O=C1CC(Sc2nnc(-c3ccccc3O)o2)C(=O)N1c1ccccc1 (centres undefined),104,-1
COc1ccc(S(=O)(=O)Nc2cccc(C)c2)cc1OC,nt,2
Cc1ccc(N(CC(=O)NCCSc2ccccn2)S(C)(=O)=O)cc1,nt,6
COc1ccc(NC(=O)c2cc(OC)c(OC)cc2OC)c(S(=O)(=O)N2CCOCC2)c1,nt,-11
CCCCCOC(=O)C1=C(C)NC2=C(C(=O)CCC2)C1c1ccccc1OC(C)C (centres undefined),95,nt
O=C(NCc1ccccc1Cl)/C(=C\c1ccc([N+](=O)[O-])o1)NC(=O)c1ccccc1,nt,6
O=C(NCc1cccnc1)/C(=C/c1ccc(-c2ccc(Br)cc2)o1)NC(=O)c1ccccc1,nt,14
COc1ccc(S(=O)(=O)N(CC(=O)O)Cc2ccccc2)cc1OC,83,1
COc1cccc2sc(NC(=O)c3ccc(S(=O)(=O)N4CCOCC4)cc3)nc12,nt,4
CCN(CC)S(=O)(=O)c1ccc(-c2nnc(SCC(=O)N3CCOCC3)o2)cc1,112,1
CCc1nc(SCc2cc(Cl)ccc2OC)n[nH]1,135,4
Nc1ccc2c(c1)COc1ccccc1O2,96,-8
CC(=O)c1ccc(N2C(=O)CC(SC(=NCCc3ccccc3)Nc3ccc(F)cc3)C2=O)cc1 (centres undefined),nt,-14
Cc1ccc(-c2nnn(CCC(=O)N3CCCCC3C)n2)cc1 (centres undefined),102,-10
Cc1ccc(C2C(C(=O)c3cccs3)=C(O)C(=O)N2CCN2CCOCC2)o1 (centres undefined),64,-3
COCCOC(=O)c1c(C)oc2ccc(O)cc12,nt,2
COc1ccc(C(=O)NCC(c2cccnc2)N2CCN(c3ccccc3OC)CC2)cc1OC (centres undefined),93,1
O=C(Nc1nnc(COc2ccc(F)cc2)s1)c1cccs1,85,13
O=C(Nc1cccc(C(F)(F)F)c1)C1CC2CCC1C2 (centres undefined),nt,-6
S=C1NC(c2ccccc2)N2C(=S)NC(c3ccccc3)N12 (centres undefined),nt,-5
Cc1cc(-n2cc(I)c(=O)[nH]c2=O)nc(-c2ccccc2)n1,nt,6
Cc1ccc(S(N)(=O)=O)cc1NC(=O)c1ccc([N+](=O)[O-])cc1Cl,nt,2
Cc1nn(-c2ccccc2)c2sc(C(=O)OCC(=O)N3CCCCC3)cc12,151,-7
O=C(c1ccco1)N1CCN(C(c2ccccc2Cl)c2nnnn2Cc2cccs2)CC1 (centres undefined),66,-1
O=C(c1ccc2ccccc2c1)N1CCCC1,nt,-13
O=C(O)CCCCCN1C(=O)C(O)=C(C(=O)/C=C/c2ccccc2)C1c1cccc(F)c1 (centres undefined),nt,1
CSc1ncccc1C(=O)OCC(=O)NC(=O)NCCC(C)C,105,10
O=C(c1ccccc1F)N(Cc1ccccc1)C1CCS(=O)(=O)C1 (centres undefined),95,5
Cc1cc(=O)oc(C)c1C(=O)NCc1ccc(F)cc1,81,-5
CCCN(CCC)C(=O)COc1cc(=O)n(CC)c2ccccc12,101,1
O=C1CSc2ccccc2N1Cc1ccc(F)cc1,145,7
COc1ccc(-c2nnc(SCc3nnc(-c4ccccc4)o3)n2C)cc1OC,103,7
# Remaining list, next part.
SMILES,BAP1 block,HePTP inh
CCNC(=O)C1CC(=O)N(Cc2ccc(F)cc2)C(=Nc2ccc(OC)cc2)S1 (centres undefined),98,-2
O=C(CN(C(=O)CNS(=O)(=O)c1ccccc1)c1ccc2c(c1)OCCO2)NCc1ccco1,118,6
O=C(Nc1nc(-c2ccc(Cl)s2)cs1)C(c1ccccc1)c1ccccc1,nt,10
COc1c(Cl)cc(Cl)cc1/C=c1/sc2nc3ccccc3n2c1=O,nt,-15
Cc1cc(Cl)ccc1OCC(=O)OC(C)C(=O)N(C)C (centres undefined),103,8
Cc1ccc2c(c1)N(C(=O)CN1C(=O)C3CCCCC3C1=O)C(C)(C)c1ssc(=S)c1-2 (centres undefined),nt,-1
COc1ccc(-c2cc(C(=O)Nc3ccccc3Br)c3ccccc3n2)cc1,nt,-10
Cc1c(Cl)cccc1NC(=O)C(=O)NNS(=O)(=O)c1ccc(F)cc1,nt,-1
Cc1nc2ccc3nc(NC(=O)c4ccccc4[N+](=O)[O-])sc3c2s1,82,nt
COC(=O)c1c(NC(=O)CN2CCCC(C)C2)c2c(C)cccc2n1C (centres undefined),145,1
CCN(Cc1ccccc1)C(c1cccs1)c1nnnn1C1CCCCC1 (centres undefined),52,11
COc1ccc(NS(=O)(=O)c2ccc(C)cc2)cc1[N+](=O)[O-],86,1
Cc1ccc(NC(=O)C(c2ccccc2)c2ccccc2)cc1,nt,-9
COc1ccc(S(=O)(=O)N2CCCC(C(=O)NCc3ccccn3)C2)cc1 (centres undefined),100,11
c1ccc(-c2noc(-c3cccs3)n2)nc1,nt,-14
COc1ccc(OCC(O)Cn2c(=N)n(Cc3ccccc3)c3ccccc32)cc1 (centres undefined),97,5
Cc1ccc(Oc2ccccc2)c(NC(=O)c2ccccc2)c1,103,nt
CS(=O)(=O)N(CC(=O)NCc1ccccn1)Cc1ccc(Cl)cc1,83,-10
COCCOC(=O)c1ccc(NC(=O)COc2ccc(C)c(C)c2)cc1,nt,3
CCc1ccc(-c2nc3cc(NC(=O)COc4ccc([N+](=O)[O-])cc4)ccc3o2)cc1,nt,7
Cc1ccccc1NC(=S)NC(=O)/C=C/c1ccc(F)cc1,nt,8
Cc1cccc(NC(=O)c2cc(N3CCOCC3)nc3ccccc23)c1,318,5
CCOC(=O)N1CCC(NC(=O)C2CCCCN2S(=O)(=O)c2ccc(F)cc2)CC1 (centres undefined),89,-6
Brc1ccc(OCCOCCN2CCOCC2)cc1,94,4
Cc1no[n+]([O-])c1COc1ccc(C=C2C(=O)NC(=O)NC2=O)cc1,nt,3
Nn1c(Cc2cccc3ccccc23)nnc1SCC(=O)NC1CCS(=O)(=O)C1 (centres undefined),78,1
Cc1nnc(SCc2cccc(Oc3ccccc3)c2)n1N,66,6
Cc1ccc(NC(=O)CSc2nnc(-c3ccncc3)n2C)cc1C,121,-5
COc1ccc(C(=O)/C=C/c2ccc(-c3ccc([N+](=O)[O-])cc3)o2)cc1,nt,10
CC1=C(C(=O)OC2CCCCC2)C(c2ccc(Br)cc2)NC(=O)N1 (centres undefined),nt,-14
COc1ccccc1C1CC(=O)NC(C)=C1C(=O)OCC1CCCO1 (centres undefined),93,-3
O=C(CC1Nc2ccccc2NC1=O)Nc1ccccc1NC(=O)CC1Nc2ccccc2NC1=O (centres undefined),nt,6
CCOc1ccc(C2c3c(oc4ccccc4c3=O)C(=O)N2CCCN2CCOCC2)cc1 (centres undefined),123,-5
COCCN1C(=O)C(=O)/C(=C(/O)c2ccc(OC(C)C)cc2)C1c1cccnc1 (centres undefined),122,0
CC1(C)Cc2cccc(OCC(=O)N3CCN(S(=O)(=O)c4ccccc4)CC3)c2O1,91,7
N#CC1=C(N)NC(SCC(=O)c2ccc(Cl)cc2)=C(C#N)C12CCCC2,nt,104*
COc1cc2c(cc1OC)-c1nnnn1C(C)(C)C2,77,-4&10
CC1CCc2c(sc(NC(=O)c3cncc(Br)c3)c2C(N)=O)C1 (centres undefined),nt,6
CCOC(=O)COc1nc(C)c(Br)c(OC)n1,50*,5
Cc1cc2cc(CN(Cc3ccc4c(c3)OCO4)C(=O)c3ccco3)c(=O)[nH]c2cc1C,nt,-5
CC(C)c1nc2oc3c(NCc4ccccn4)ncnc3c2c2c1COC(C)(C)C2,54,11
COc1ccc(CCNC(=O)CSc2cc(=O)[nH]c(N)n2)cc1OC,101,9
COc1ccc2c(c1)OCC/C2=N/OC(=O)c1ccccc1SC,nt,5
CCN(C(=O)c1sc(NC(=O)c2ccc(Cl)cc2)c(C#N)c1C)C1CCCCC1,nt,11
CC(C)(C)c1csc(N/N=C/c2ccc(O)cc2)n1,nt,-12
CC1(C)C(C=C(Cl)Cl)C1C(=O)NC1CCCCC1 (centres undefined),nt,2
COc1ccccc1NC(=O)CCC(=O)Nc1ccccc1OC,155,8
CCc1nc2sc3c(c2c(=O)o1)CCCC3,159,15
COc1cc2c(cc1OC)C(c1ccsc1)CC(=O)N2 (centres undefined),113,13
COc1ccc(C(=O)/C=C/Nc2cc(Cl)cc(Cl)c2)cc1,nt,-5

# Given with values ahead of the structure: part of the list above.
BAP1 block	HePTP inh	Structure
nt	2	CC1(C)C(C=C(Cl)Cl)C1C(=O)NC1CCCCC1 (centres undefined)
101	9	COc1ccc(CCNC(=O)CSc2cc(=O)[nH]c(N)n2)cc1OC

# More entries.
SMILES,BAP1 block,HePTP inh
Cc1cc(/N=C/C=C2\N(C)c3ccccc3C2(C)C)n(CCC#N)n1,74,5
O=C(COc1ccc(S(=O)(=O)N2CCCC2)cc1Cl)N1CCN(c2ccccc2)CC1,61,5
O=C1c2cccc([N+](=O)[O-])c2C(=O)N1C1C(=O)N(c2cccc(C(F)(F)F)c2)C1c1ccc(F)cc1 (centres undefined),96,nt
CCCSc1nnc(Cn2c(=O)sc3ccccc32)n1-c1ccccc1,89,0
CCCCN1CC(COc2ccccc2)OC1=O (centres undefined),107,-2
COc1ccc(-c2n[nH]c(C)c2-c2cnn(-c3ccccc3)c2)c(O)c1,84,2
CCOC(=O)C(CCC(=O)CC(C)C)C(C)=O (centres undefined),nt,-6
COCCN1C(=O)C(=O)/C(=C(/O)c2ccccc2)C1c1cccc(F)c1 (centres undefined),83,3
Cc1cc(C)c(/C=C2/SC(N)=NC2=O)c(C)c1,nt,-10
CCCOc1cccc(C(=O)NCc2ccncc2)c1,nt,0
Cc1ccc(Cc2c(C)nc3nc(SCC(=O)NCc4ccco4)nn3c2C)cc1,nt,9
OCc1nc2ccccc2n1CCCOc1ccc(Br)cc1,176,-3
CN(CCC#N)C(=O)CSc1ncnc2sc(-c3ccccc3)cc12,117,-5
Cc1ccc(C)c(Cn2nnc3c(=O)[nH]c(C4CCCN(C(=O)C5CCC5)C4)nc32)c1 (centres undefined),98,7
O=C(CSCC(=O)Nc1ccc2ccccc2c1)Nc1ccccc1,nt,8
COc1cccc(/C=N/NC(=O)/C(=C/c2ccc(N(C)C)cc2)NC(=O)c2ccccc2)c1O,nt,5

# Gathered by group: the entries above with an aryl thioether with sulfur outside any ring.
SMILES,BAP1 block,HePTP inh
CCn1c(SCC(=O)NCc2ccco2)nc2c(c1=O)SC(C)C2 (centres undefined),93,1
O=C1CC(Sc2nnc(-c3ccccc3O)o2)C(=O)N1c1ccccc1 (centres undefined),104,-1
Cc1ccc(N(CC(=O)NCCSc2ccccn2)S(C)(=O)=O)cc1,nt,6
CCN(CC)S(=O)(=O)c1ccc(-c2nnc(SCC(=O)N3CCOCC3)o2)cc1,112,1
CCc1nc(SCc2cc(Cl)ccc2OC)n[nH]1,135,4
CSc1ncccc1C(=O)OCC(=O)NC(=O)NCCC(C)C,105,10
COc1ccc(-c2nnc(SCc3nnc(-c4ccccc4)o3)n2C)cc1OC,103,7
Nn1c(Cc2cccc3ccccc23)nnc1SCC(=O)NC1CCS(=O)(=O)C1 (centres undefined),78,1
Cc1nnc(SCc2cccc(Oc3ccccc3)c2)n1N,66,6
Cc1ccc(NC(=O)CSc2nnc(-c3ccncc3)n2C)cc1C,121,-5
COc1ccc(CCNC(=O)CSc2cc(=O)[nH]c(N)n2)cc1OC,101,9
COc1ccc2c(c1)OCC/C2=N/OC(=O)c1ccccc1SC,nt,5
CCCSc1nnc(Cn2c(=O)sc3ccccc32)n1-c1ccccc1,89,0
Cc1ccc(Cc2c(C)nc3nc(SCC(=O)NCc4ccco4)nn3c2C)cc1,nt,9
CN(CCC#N)C(=O)CSc1ncnc2sc(-c3ccccc3)cc12,117,-5
